# GALR2 antag: GALR2 (human) receptor antagonism. 0.39% of 140,000 active. inhibition, % at 4 µM. AID 828. O43603. GALR2-expressing cells, antagonist mode; in the data active = inhibition above about 27%;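 also: cells stimulated with galanin 1-16 at roughly its EC80; 0% = agonist challenge control and 100% = basal control without agonist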
# Target sequence (O43603 whole entry, looked up): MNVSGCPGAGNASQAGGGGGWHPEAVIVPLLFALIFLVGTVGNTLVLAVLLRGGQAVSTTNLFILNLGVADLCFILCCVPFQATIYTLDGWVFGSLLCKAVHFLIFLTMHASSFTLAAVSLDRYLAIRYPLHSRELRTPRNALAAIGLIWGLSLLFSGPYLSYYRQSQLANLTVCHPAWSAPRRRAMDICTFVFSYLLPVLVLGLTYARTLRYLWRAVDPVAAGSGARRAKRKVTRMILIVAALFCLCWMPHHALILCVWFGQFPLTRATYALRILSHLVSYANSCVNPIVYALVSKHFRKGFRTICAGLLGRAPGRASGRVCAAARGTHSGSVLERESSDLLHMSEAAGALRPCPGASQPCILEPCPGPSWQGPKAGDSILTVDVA
# Phagocyt inh: inhibitors of macrophage phagocytosis. J774A.1 macrophage IgG-bead phagocytosis, imaging. inhibition, % at 5 µM. 0.07% of 110,000 active. AID 1029;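 active = inhibition above the mean of the plate negative controls plus 5 SD, cut at about 13% in these data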;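 also: phagocytic index as fraction of beads internalized from green versus red external bead signal; plate controls were DMSO negative control for no effect and cytochalasin-D positive control for full effect; some results beyond the cut were filed as inactive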
# Yeast lifespan up: yeast lifespan extension; AID 775; 0.68% of 130,000 active; S. cerevisiae growth with nicotinamide, OD615; deaD strain in restrictive glucose medium; inhibition of the nicotinamide effect, % at 10 µM;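 active = inhibition above a set limit, placed 3 SD over the median of all compounds, cut at about 26% in these data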;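 also: 0% = nicotinamide-treated wells and 100% = cells grown without nicotinamide; some compounds called inactive have numbers as strong as hits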
#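 System: DeaD-strain S. cerevisiae / Buffer or medium: CSMM-D, restrictive glucose (dextrose) synthetic minimal medium / Probe or stimulus: nicotinamide, 1.5 mM, co-present with compound / Compound: one concentration, 10 µM, DMSO 0.25% / Incubation: 48 h compound exposure at 30 °C, humidified / Technique: optical density (absorbance) at 615 nm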
# HCT116 bCat-KO: beta-catenin-lacking colon tumor cell growth suppression; viability, % at 10 µM; AID 818; 1.5% of 140,000 active; HCT116 beta-catenin knockout viability, CellTiter-Glo, 60 h; active compounds read low;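 active = viability at or under a set limit, the compound median less 4 SD, cut at about 6% in these data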;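 also: 0% = Hyamine 1622 control at 20 µM and 100% = untreated cell control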
# HCT116 PTEN-null: suppresses growth of cells with PTEN deletion. HCT116 PTEN-null viability, CellTiter-Glo, 60 h; active compounds read low. viability, % at 10 µM. 1.2% of 140,000 active. AID 827;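 active = viability at or below a set limit, 4 SD under the median of all tested compounds, cut at about 3.7% in these data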;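 also: PTEN knockout HCT116 line with beta catenin targeted HCT116 as companion control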
# E-sel TNF inh: blocks E-selectin expression induced by TNF alpha. 0.71% of 120,000 active. HUVEC TNFa-induced E-selectin immunofluorescence, high content. inhibition, % at 2 µM;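 active = inhibition above the batch mean plus 3 SD, and confirmed as a hit on visual image review, cut at about 43% in these data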;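 also: 0% = TNF-stimulated DMSO wells and 100% = unstimulated control wells; not every result past the cut was called active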
# MRP1 act: MRP-1 activation; H69AR cells + doxorubicin, viability rescue, CellTiter-Glo; viability increase, % at 10 µM; 0.61% of 140,000 active; AID 799;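 active = viability gain under doxorubicin at or above a set limit, the compound median plus 3 SD, cut at about 4.7% in these data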;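 also: MRP-1 overexpressing cells given doxorubicin 25 µM after compound pretreatment; 18-22 h compound pretreatment then 72 h with doxorubicin before readout; 0% = doxorubicin-only wells and 100% = vehicle-treated cells without doxorubicin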
# NPY-Y2 antag: NPY-Y2 (human) receptor antagonism; 0.99% of 140,000 active; NPY-Y2 expressing cells, antagonist mode; AID 793; inhibition, % at 2.7 µM; P49146; in the data active = inhibition above about 17%;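 also: 0% = vehicle with agonist challenge and 100% = reference antagonist with challenge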
# Target sequence (P49146 whole entry, looked up): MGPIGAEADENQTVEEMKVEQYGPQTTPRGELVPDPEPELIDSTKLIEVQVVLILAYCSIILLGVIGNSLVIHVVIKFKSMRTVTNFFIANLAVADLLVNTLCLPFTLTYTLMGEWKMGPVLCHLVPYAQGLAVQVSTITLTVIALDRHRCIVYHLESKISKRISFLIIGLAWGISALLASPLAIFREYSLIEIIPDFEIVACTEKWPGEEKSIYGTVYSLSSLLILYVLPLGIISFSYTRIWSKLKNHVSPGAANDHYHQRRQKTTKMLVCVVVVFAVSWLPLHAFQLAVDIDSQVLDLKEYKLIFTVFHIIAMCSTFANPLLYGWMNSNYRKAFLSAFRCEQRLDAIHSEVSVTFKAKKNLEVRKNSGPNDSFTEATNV
# Measles CPE: protection of cells from measles virus | protection (pct of control), % at 4 µM | 1.5% of 140,000 active | AID 841 | Measles virus-infected cells, CPE protection, absorbance; in the data active = protection mostly above about 24%, no sharp cut-off; inactive = mostly below about 26%; also: some compounds called inactive have numbers as strong as hits
# BB579 growth dn: chemicals that inhibit yeast BB579 growth in restrictive medium (lifespan-shortening candidates); inhibition, % at 10 µM; 0.51% of 140,000 active; AID 804; S. cerevisiae BB579 growth, OD615, 48 h;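 active = inhibition above a set limit, 3 SD over the mean compound inhibition, cut at about 44% in these data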; also: inactives centre near -24
#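 Assay system – yeast BB579 (DeaD) · Dosing – single compound dose of 10 µM, 0.25% DMSO final · Detection – OD615 turbidity measurement · Buffer or medium – CSMM-D restrictive synthetic medium containing dextrose (glucose) · Benchmarks – positive control amphotericin B 10 µg/mL · Incubation – 48 h exposure, 30 °C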
# * = called active by the depositor; . = no result given.
SMILES	GALR2 antag	Phagocyt inh	Yeast lifespan up	HCT116 bCat-KO	HCT116 PTEN-null	E-sel TNF inh	MRP1 act	NPY-Y2 antag	Measles CPE	BB579 growth dn
O=C(NCCN1CCCCC1)c1c(O)c2ccccc2[nH]c1=O	-2	0	14	99	87	-36	-0.3	1	31	-50
CCOCCCn1c(SCC(=O)Nc2ccc(C(N)=O)cc2)nc2ccccc2c1=O	-10	0	-10	101	94	-14	-0.2	0	8	-43
COc1c(Cl)cc(Cl)cc1CNCCNCC(C)O (centres undefined)	6	-2	-6	97	91	-8	-2.6	4	3	-37
CCN(CC)c1ccc(C2C(C(=O)OCCOC)=C(C)NC3=C2C(=O)CCC3)cc1 (centres undefined)	11	0	-8	102	101	-22	-0.7	0	14	-25
Cc1ccc(-n2nnnc2SCc2ccccn2)cc1C	15	.	-6	101	105	6	-0.2	1	18	6
COc1ccc(S(=O)(=O)N2CCC(C(N)=O)CC2)c2ccccc12	16	-1	-6	96	98	-12	-1.4	2	8	11
O=C(CN1C(=O)C2C3C=CC(C3)C2C1=O)NCc1ccc2c(c1)OCO2 (centres undefined)	1	0	-29	95	107	12	-2.6	1	7	-21
COc1ccc(-c2cc(C(F)(F)F)nc(SCCC(=O)NCc3ccccc3)n2)cc1	4	-2	1	99	95	3	-0.4	5	4	-28
CC(C)NC(=S)N/N=C/c1c[nH]c2ccccc12	-1	2	0	87	81	.	-3.5	-4	6	-40
CCOC(=O)c1ccc(Nc2cc(C)nc(C)c2C(=O)OCC)cc1	-13	.	-7	78	79	-6	-0.2	4	14	6
N#CC1=C2C=Cc3ccccc3N2CCCC1=O	11	0	-11	88	96	28	7.3*	1	26	0
CC1(C)CC(=O)C2=C(C1)NC(=O)CC2c1ccc(F)cc1 (centres undefined)	4	0	-7	101	97	22	-1.7	2	21	18
CN(C)c1ccc(/C=C/C(O)=C2/C(=O)N(C)C3(C)CC2c2ccccc2O3)cc1 (centres undefined)	8	0	-8	56	52	-20	-1.4	1	9	-33
CC(NC(=O)/C=C/c1cnc2ccccc2n1)C12CC3CC(CC(C3)C1)C2 (centres undefined)	6	-5	8	55	50	.	-5.1	2	7	-41
CCOC(=O)c1cnc2c(C#N)c(C)nn2c1-c1ccccc1	4	0	-9	102	96	.	-1.4	0	3	-28
O=C(Cn1ncc2c(=O)oc3ccccc3c21)NCCCN1CCCC1=O	12	0	-4	97	98	.	-0.1	-1	13	-6
Cc1ccc2c(c1)[nH]c1c(N3CCN(Cc4ccccc4)CC3)ncnc12	23	1	-14	7	9	1	-2.8	7	6	-79
O=c1c2ccccc2nc(-c2ccccc2)n1Cc1ccco1	-9	-1	-23	90	88	-7	-3.7	5	5	-29
O=S(=O)(c1ccccc1F)N(Cc1ccco1)Cc1nnc(-c2ccccc2Br)o1	3	-1	-2	79	84	.	-2.6	1	13	-32
COc1ccc(CNC(=O)Oc2ccccc2)cc1Cl	-7	-2	-15	106	104	.	1.7	4	7	8
CC(=O)NNc1nc(-c2ccc(NC(C)=O)cc2)cs1	4	-4	0	104	98	7	-0.3	1	26	1
O=C(Nc1nc(-c2ccccc2)c(-c2ccccc2)s1)c1ccc(S(=O)(=O)N2CCCC2)cc1	-11	0	-9	81	64	-3	-1.6	3	3	-23
O=C1C2ON(c3ccccc3)C(c3cccnc3)C2C(=O)N1Cc1ccccc1 (centres undefined)	-4	0	-5	98	98	29	-0.1	1	14	-54
O=C(N1CCOCC1)C1(c2ccc(Cl)cc2)CCCC1	-17	.	-8	95	89	-6	-1.2	3	9	-32
CC(C)CCN(C(=O)CNC(=O)c1ccco1)C(C(=O)NC1CCCCC1)c1ccco1 (centres undefined)	-3	-1	-10	101	86	-5	-1.9	1	13	-34
COc1ccccc1-c1nnc(SCC(=O)N2CCC(C)CC2)o1	4	-1	6	97	103	-12	-2.6	2	4	-30
C=CCNC(=O)c1onc(CSc2ccc(F)cc2)c1C(=O)NCCOC	-1	1	-11	100	81	-8	-1.4	3	6	-43
CCOc1ccc(N2CC(C(=O)NCCC3=CCCCC3)CC2=O)cc1 (centres undefined)	-14	-1	-6	97	103	4	-0.6	2	14	-29
COc1cc(/C=N/N=C2\CC3CCC2(C)C3(C)C)ccc1O (centres undefined)	-2	-1	-3	89	101	-10	-3.6	1	13	-23
O=C(Cn1c(=O)n(Cc2ccco2)c(=O)c2ccccc21)Nc1cccc(Cl)c1	6	0	-7	90	93	-32	0.7	0	6	2
O=C(CCn1nc(-c2ccc(Cl)cc2)ccc1=O)NCCCN1CCCCCC1	-20	0	-18	80	109	3	-3.7	1	4	-15
CN(C)C(=O)CSc1nc(SCC(=O)N(C)C)n(-c2ccccc2)n1	4	-1	-20	104	104	3	-2.9	1	28	-36
Cc1ccc(C(=O)c2ccc(N3CCN(C)CC3)c([N+](=O)[O-])c2)cc1	7	-4	0	45	48	.	-2.8	9	18	-21
CC1=C(C(=O)Nc2ccccc2)C(c2ccncc2)C(C#N)=C(SCC(=O)NC2CC2)N1 (centres undefined)	0	0	-6	86	90	.	-1.1	2	34*	-31
COc1cc(CCC(=O)OCC(=O)Nc2nc(C)c(Cl)cc2Cl)cc(OC)c1OC	4	.	-7	104	99	-14	-0.8	-1	5	-83
O=C(NCCC1=CCCCC1)C(=O)NCC(c1ccco1)N1CCN(c2ccc(F)cc2)CC1 (centres undefined)	17	-9	1	82	76	.	-0.1	2	21	-10
Cc1ccc(C)n1CCN1CCN(C(=O)CSc2nc3ccccc3nc2N2CCOCC2)CC1	-11	-4	-9	24	39	0	-5.8	0	2	-38
COc1ccc(N(CC(O)Cn2c(C)nc3ccccc32)S(=O)(=O)c2ccc(C)cc2)cc1 (centres undefined)	1	-15	5	90	98	-2	0.0	4	6	-31
O=C1CCC(=O)c2oc3ccccc3c2N1	8	-1	-6	102	100	-19	-4.1	-1	9	-32
O=C(CC1NCCNC1=O)OCCCc1ccccc1 (centres undefined)	-6	1	-1	91	91	.	-0.3	2	13	11
CCCCC(=O)Nc1ccc(NC(=O)c2ccc([N+](=O)[O-])cc2Cl)cc1OC	11	.	4	80	91	.	-1.5	-1	11	-33
CCOC(=O)C1=C(c2ccccc2)NC(SCC(=O)Nc2ccccc2C)=C(C#N)C1c1ccco1 (centres undefined)	-2	3	-3	71	73	18	-1.1	5	18	-60
C=CCNC(=O)C(=O)c1c(-c2ccccc2)[nH]c2ccccc12	3	.	3	98	97	-13	-1.4	2	13	-8
Cc1ccc(/C=C/C(=O)Nc2ccc(Oc3ccccc3)cc2)o1	4	.	-1	17	20	.	-1.6	4	2	-22
O=C(N/N=C/c1cc(Br)ccc1O)C(=O)Nc1ccccc1OC(F)(F)C(F)F	3	.	-21	10	11	5	-3.0	1	3	-43
CCOC1(OCC)C(c2ccc(N)cc2)C(C#N)(C#N)C1(OCC)OCC (centres undefined)	0	.	-4	80	.	-38	-0.4	0	6	-1
CSc1cccc(NC(=O)CN2C(=O)c3ccccc3S2(=O)=O)c1	-4	0	-11	103	98	.	0.9	5	2	1
Cc1occc1-c1nnc(SCC(=O)N2CCN(c3ccc(F)cc3)CC2)n1C	-10	-1	6	75	78	0	-1.3	-1	9	-6
CCCS(=O)(=O)C(=C(Nc1ccc(OC)cc1)Nc1ccc(OC)cc1)S(=O)(=O)CCC	0	-1	-1	96	103	13	-1.1	0	10	-63
CCCN(CCC)S(=O)(=O)c1ccc(C(=O)NNc2nc(-c3ccccc3)c3cc(Br)ccc3n2)cc1	-10	5	-1	80	66	-13	-0.8	-2	4	-54

# New compounds follow:
SMILES	GALR2 antag	Phagocyt inh	Yeast lifespan up	HCT116 bCat-KO	HCT116 PTEN-null	E-sel TNF inh	MRP1 act	NPY-Y2 antag	Measles CPE	BB579 growth dn
O=C(Nc1ccc(F)cc1)OCCN1CCN(Cc2ccccc2)CCC1=O	-2	.	-1	80	83	18	-2.1	2	17	-6
COc1ccc(-c2c(C#N)c(N)nc3c2CCCCCC3)cc1OC	-14	0	11	92	105	17	-1.3	1	42*	-23
COc1ccccc1NC(C)C(=O)N/N=C/c1ccccc1OCc1cccc(Br)c1 (centres undefined)	18	-4	6	30	29	.	-3.2	2	4	-30
Cc1nc2c(ccc3nc(NC(=O)Cc4cccc5ccccc45)sc32)s1	9	.	1	64	57	-11	-3.1	2	2	-27
CCOC(=O)N1CCN(C(=O)CCCN2C(=O)CSc3nc(C)cc(C)c32)CC1	1	-2	-16	87	109	.	-2.2	1	5	14
CC(C)C(NC(=O)CSCc1ccc([N+](=O)[O-])cc1)C(C)C	-6	5	3	65	69	.	-1.1	3	6	4
COc1ccc(OC)c(NC(=O)CSc2nnc(CNc3ccc(C)cc3C)o2)c1	5	0	-19	94	92	14	-2.9	-3	3	-55
Cc1ccc(-c2c(C(=O)NCc3ccc(F)cc3)oc(=O)c3ccccc23)cc1	2	-4	0	94	92	-2	-1.9	8	10	-12
CC(Sc1nnc(Nc2ccccc2)s1)C(=O)NC1CCCc2ccccc21 (centres undefined)	8	-3	7	81	76	-21	-0.9	1	4	-23
COc1ccc(C2=NN(CC(=O)NCc3ccco3)C(=O)CC2)cc1	9	-6	-2	92	87	.	-3.8	2	17	-27
CN(C)c1ccc(NC(=O)COC(=O)CCC(=O)c2ccc(F)cc2)cc1	-6	0	-28	91	95	9	-1.4	3	5	-49
COc1cc(OC)nc(-n2ncc(Br)c(Br)c2=O)n1	103*	0	38*	1.6*	1.4*	.	-5.7	-1	2	-25
CC(C)c1ccc(O)c(NC(=O)c2cccnc2)c1	-2	-1	-19	86	87	-35	-0.8	1	23	-20
Cc1ccc(C)c(NC(=O)CSc2nnc(Cc3cccn3C)n2-c2ccc(F)cc2)c1	-2	0	-5	87	88	0	-3.7	1	21	-23
Cc1ccc(-c2nc3ccccc3n3nnnc23)cc1	2	0	-24	21	22	5	-2.2	2	5	-13
CCCCN(C)C(=O)C1CCN(CCCc2ccccc2)CC1	0	-1	-13	60	69	3	-5.0	14	3	-3
Cc1onc(-c2ccccc2)c1C(=O)NC(=S)NNC(=O)c1ccccc1O	0	-6	6	13	12	.	-3.1	2	12	4
O=C1NC2(CCCc3ccccc32)C(=O)N1CCOc1ccc(Br)cc1 (centres undefined)	5	-1	3	99	89	-2	-3.0	3	3	-3
Cc1ccc(S(=O)(=O)Nc2cc(C(F)(F)F)ccc2N2CCOCC2)cc1C	12	-4	0	85	85	.	-2.3	1	6	-4
Cc1nc2ccccc2n1CC(=O)OCC(=O)NCCc1ccccc1	-5	-2	-14	91	93	-4	-0.7	0	4	13

# Source: PubChem (several laboratories)
